sPLA2-III inh = Inhibits HGIII-sPLA2 liposome hydrolysis, primary screen | 370,000 tested, 0.56% active | AID 743126 | Q9NZ20 | inhibition, % at 12.2 µM | QFRET BODIPY PC-A2 liposome hydrolysis, fluorescence;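 active = inhibition above mean plus 3 SD of compounds lying within the high and low control bounds, cut at about 19% in these data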;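 also: 0% = median of test compound wells and 100% = no enzyme DMSO wells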
NPR2 activator = GC-B (human) receptor activation | P20594 | activation, % at 10 µM | 370,000 tested, 0.11% active | HEK293-GC-B cells, CNP EC30, cGMP TR-FRET; 0% at EC30 CNP, 100% saturating CNP;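 active = activation at 10 µM reaching about 35% in either raw or pattern-adjusted values, limit read from the data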
Target sequence (P20594 whole entry, looked up): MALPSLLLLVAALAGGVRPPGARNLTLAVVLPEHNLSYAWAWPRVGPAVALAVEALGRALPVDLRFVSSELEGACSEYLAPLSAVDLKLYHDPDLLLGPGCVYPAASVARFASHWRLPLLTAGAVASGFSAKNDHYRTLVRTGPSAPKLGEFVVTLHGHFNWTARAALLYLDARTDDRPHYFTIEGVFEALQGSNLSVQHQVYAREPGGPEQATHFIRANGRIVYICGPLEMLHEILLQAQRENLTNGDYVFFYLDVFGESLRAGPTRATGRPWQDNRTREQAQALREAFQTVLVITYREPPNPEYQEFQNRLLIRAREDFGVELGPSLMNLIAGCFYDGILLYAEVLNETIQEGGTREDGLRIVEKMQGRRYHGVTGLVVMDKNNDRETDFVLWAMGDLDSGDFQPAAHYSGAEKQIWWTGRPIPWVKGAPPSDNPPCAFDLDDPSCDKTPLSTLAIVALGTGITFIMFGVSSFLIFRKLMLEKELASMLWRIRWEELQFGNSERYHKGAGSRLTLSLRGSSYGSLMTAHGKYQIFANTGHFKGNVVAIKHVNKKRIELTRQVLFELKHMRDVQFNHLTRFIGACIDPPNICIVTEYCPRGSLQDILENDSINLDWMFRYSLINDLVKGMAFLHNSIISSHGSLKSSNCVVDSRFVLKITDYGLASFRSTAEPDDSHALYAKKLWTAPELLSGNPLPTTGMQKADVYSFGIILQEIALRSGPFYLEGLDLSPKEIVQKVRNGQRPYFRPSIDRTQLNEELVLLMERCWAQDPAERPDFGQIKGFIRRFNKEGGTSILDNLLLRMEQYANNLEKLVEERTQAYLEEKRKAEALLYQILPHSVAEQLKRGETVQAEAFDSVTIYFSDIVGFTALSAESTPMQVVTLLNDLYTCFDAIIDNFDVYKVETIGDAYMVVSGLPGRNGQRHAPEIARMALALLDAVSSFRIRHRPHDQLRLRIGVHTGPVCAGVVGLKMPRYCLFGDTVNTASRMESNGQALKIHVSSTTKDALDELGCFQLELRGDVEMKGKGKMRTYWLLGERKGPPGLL
FXN GAA850 act = activators of GAA850 frataxin (FXN) promoter. HEK293 lucGAA850 FXN promoter luciferase reporter, 24 h; percent of 10 µM SAHA response. activation, % at 6 µM. 360,000 tested, 0.56% active. AID 540364;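 active = activation above the average of all compounds screened plus 3 SD, cutoff fixed separately per campaign, cut at about 7.5% in these data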;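 also: 0% = DMSO wells and 100% = 10 µM SAHA wells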
hgDAF12 agonist = activates the H. glycines DAF-12 receptor ligand-binding domain; HEK293 GAL4-hgDAF12 UAS-luciferase reporter, agonist luminescence; normalized to butyrate control; activation, % at 6.8 µM; 370,000 tested, 1.8% active; AID 687014;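 active = activation above a cutoff set at the mean of all screened compounds plus 3 SD, cut at about 10% in these data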;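 also: 0% = DMSO wells and 100% = sodium butyrate wells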
DAX1 inh-1 = inhibitors of DAX1 repression of SF-1 activated StAR promoter; 370,000 tested, 1.1% active; AID 652010; inhibition, % at 6.8 µM; HEK293T StAR-luciferase reporter, SF-1/DAX-1 repression relief;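 active = inhibition above the mean over all tested compounds plus 3 SD, cut at about 3.6% in these data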;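 also: 0% = DAX-1 cells with DMSO and 100% = cells lacking DAX-1 with DMSO; higher inhibition means more luminescence from relief of DAX-1 repression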
KLK7 zymogen act = activators of human kallikrein-7 zymogen. activation, % at 7 µM. 370,000 tested, 0.9% active. AID 652039. purified proKLK7, EDANS-DABCYL substrate fluorescence; 100% is mature enzyme control, 0% vehicle;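 active = activation above the mean of all tested compounds plus 3 SD, computed per campaign excluding outliers beyond control limits, cut at about 13% in these data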
ssDAF-12 act = activators of S. stercoralis DAF-12 nuclear receptor | HEK293 ssDAF-12/GRIP1 lit1-tk-luc reporter, luminescence; % of 3 µM dafachronic acid response | activation, % at 6.8 µM | 370,000 tested, 1% active | AID 652126;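 active = activation above the mean over all tested compounds plus 3 SD, cut at about 0.9% in these data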;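 also: 0% = DMSO-only wells and 100% = 3 µM delta7-dafachronic acid wells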
NPR1 activator = GC-A (human) enzyme activation. P16066. HEK293 GC-A cells, cGMP TR-FRET, EC30 ANP; 0% at EC30 ANP, 100% saturating ANP. activation, % at 10 µM. AID 1671463. 370,000 tested, 0.14% active; in the data active = activation above about 40%
SMARCA2 activ = activators of SMARCA2 function | MG213 cells, MMTV-luciferase reporter, dexamethasone, overnight | activation, % at 9.1 µM | 370,000 tested, 1% active | AID 652017; in the data active = activation above about 7.8%;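 also: 0% = vehicle wells and 100% = reference activator wells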
hcDAF-12 act = activates DAF-12 receptor from parasite H. contortus. activation, % at 6.8 µM. AID 652067. HEK293 hcDAF-12 lit1-tk-luc reporter, luminescence; 0% DMSO, 100% Δ7-dafachronic acid. 370,000 tested, 1.4% active;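 active = activation above the mean of all tested compounds plus 3 SD, cut at about 5.5% in these data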;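 also: 100% = response to 3 µM Δ7-dafachronic acid high control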
DAX1 inh-2 = inhibitors of human orphan nuclear receptor DAX1 (NR0B1) | HEK293 Gal4-DAX1 luciferase reporter, luminescence | 340,000 tested, 0.99% active | AID 504766 | inhibition, % at 6.75 µM | P51843;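 active = inhibition above the mean over all tested compounds plus 3 SD, cut at about 4.2% in these data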;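 also: 0% = DAX1-transfected cells with DMSO and 100% = empty-vector control cells with DMSO; inhibition shows as a rise in luminescence from relieved DAX1 repression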
* hit, by the source's call; nt = not tested or not shown. Random draw from the library. Share with any hit: about 6.7%.

SMILES	sPLA2-III inh	NPR2 activator	FXN GAA850 act	hgDAF12 agonist	DAX1 inh-1	KLK7 zymogen act	ssDAF-12 act	NPR1 activator	SMARCA2 activ	hcDAF-12 act	DAX1 inh-2
CCCCn1c(N)c(N(CCC(C)C)C(=O)C2=NN(c3ccccc3)C(=O)CC2)c(=O)[nH]c1=O	-8	1	2.2	0.3	-0.8	0.2	-1.1	3	1	0.3	1.1
CCN(C[C@H]1N[C@@](CC)(C(=O)OC)[C@H]2C(=O)N(Cc3ccccc3)C(=O)[C@@H]12)C(=O)c1ccccc1	5	-3	-0.9	-1.6	-1.5	0.2	-1.2	-1	-3	1.4	-2.2
COc1cccc(C(=O)N2CCN(S(C)(=O)=O)CC2)c1	0	0	-2.1	0.5	-0.2	-0.2	-0.6	3	1	0.6	0.8
O=[N+]([O-])c1ccc(C=NN=Cc2ccc([N+](=O)[O-])cc2)cc1	1	-7	0.0	-3.5	0.3	0.4	-1.2	-7	4	-1.9	0.9
Cc1nc(N2CCN(c3ccccn3)CC2)c2c(C)c(C(=O)Nc3ccc(F)cc3Cl)sc2n1	6	-4	0.6	-0.9	0.1	-0.5	-0.9	2	-3	0.1	0.0
CC1CN(c2nnc(NC(=O)c3ccccc3)s2)CC(C)O1 (stereo not given)	-2	0	2.7	5.4	1.0	0.8	-0.9	-2	3	-1.7	1.2
CCCCN(C(=O)CCNC(=O)NC12CC3CC(CC(C3)C1)C2)c1c(N)n(CCCC)c(=O)[nH]c1=O	-1	-3	-0.4	-0.4	-0.9	0.0	-0.7	3	-2	-1.0	0.9
CCOC(=O)c1csc(NC(=O)CSc2nnnn2-c2ccc(OCC)cc2)n1	5	4	1.1	1.3	-0.1	-0.4	-1.2	-2	-3	-2.3	1.3
COCc1cc(C)nc(SCC(=O)Nc2cccc(C)c2)c1C#N	-4	-1	-0.9	0.9	-0.9	0.5	-1.0	6	-2	-0.8	2.0
Cn1nc(C(=O)OCC(=O)c2ccc(Cl)cc2)c2ccccc2c1=O	2	0	0.3	3.0	-0.8	-0.2	-1.1	-3	2	0.5	2.5
N#Cc1ccc(-c2nc3c4ccccc4ccn3c2Cc2cccc(Cl)c2)cc1	-7	-9	nt	11*	-0.3	-9.1	-0.7	-3	-4	3.5	nt
Nc1nnc(SCC(=O)OCC(=O)c2ccccc2)s1	-40	-4	-1.1	7.6	0.1	0.3	-0.9	0	0	0.0	-1.1
CN(CC(=O)Nc1ccc(Cl)cc1)C(=O)c1ccc(N2CCCC2=O)cc1	-2	1	3.0	-0.5	-0.2	0.5	-0.8	0	2	-2.0	0.3
CCC(C(=O)NCCCN1CCN(C)CC1)n1nc(C)n2c(cc3occc32)c1=O (stereo not given)	6	-2	-2.1	0.8	0.2	0.2	-0.3	2	-3	0.4	2.7
C[C@@H](C(=O)Nc1ccc2ccccc2c1)[C@H]1C[C@]1(C)[C@H](NC(=O)c1cccnc1)c1ccccc1	-25	-2	nt	-2.3	-0.6	0.9	-1.2	3	-1	-2.3	nt
CCCCCN(C(=O)NC(=O)Nc1ccccc1C)S(C)(=O)=O	-5	-2	4.2	-0.7	0.8	-0.2	-1.0	-1	1	-0.4	-0.2
COc1cccc(C(C)(O)c2nc(-c3cccc(C#N)c3)cs2)c1 (stereo not given)	-12	5	-2.4	0.8	-4.0	-0.6	-1.9	-3	-7	-1.1	nt
O=C(COC(=O)c1ccc[nH]c1=O)NCC1CCCO1 (stereo not given)	-10	0	2.6	2.6	0.0	0.4	-1.2	2	0	-0.3	-0.1
CC(=O)C1=C(C)N(Cc2ccc(F)cc2)C(=S)NC1c1ccccc1 (stereo not given)	4	-4	nt	1.6	1.4	-0.2	-1.5	-1	-2	0.3	nt
C#CCN(C[C@H]1[C@H](OC(=O)Nc2c(C)noc2C)[C@H](OC(=O)Nc2c(C)noc2C)C[C@H]2C(=O)N(c3ccccc3)C(=O)[C@@H]12)S(=O)(=O)c1ccc(C)cc1	-14	-2	-0.9	1.5	-0.8	0.5	-0.4	3	-1	1.0	2.0
Cn1cnc2c(=O)[nH]cc([N+](=O)[O-])c21	12	4	1.4	-0.5	-0.1	-0.6	-1.6	3	-4	1.5	-0.6
CCCCSc1nc2[nH]ncc2c(=O)[nH]1	0	-3	1.6	-2.5	0.0	0.4	-1.1	3	-3	-0.9	-0.2
Cc1ccc(S(=O)(=O)NCCC(=O)NCc2ccc3c(c2)OCO3)cc1C	-7	-1	-1.0	-1.1	-1.1	0.2	-1.2	-2	-3	0.2	-1.3
CCOC(=O)c1c(C)nc2c(c(SC)nn2-c2ccccc2)c1N	5	6	6.0	0.7	0.0	-0.1	-0.8	0	-2	-1.5	0.2
Cc1ccc(NC=C(S(=O)(=O)c2ccccc2)S(=O)(=O)c2ccccc2)cc1	8	3	0.6	-1.8	0.3	-0.1	-0.5	2	-4	1.7	1.1
Cc1cc(C)cc(NC(=S)/C(=C(\[O-])c2ccc(Cl)s2)[n+]2cccc(C)c2)c1	5	0	-0.1	0.8	-0.4	-0.1	-1.5	-3	-1	0.0	0.7
Cc1ccc(S(=O)(=O)N(C)c2cc(S(=O)(=O)N3CCC(C)CC3)c(C)cc2C)cc1	-4	-5	1.1	-4.1	-1.3	-0.9	-1.4	1	0	-2.1	0.6
Clc1cccc(Cl)c1-c1nnc2cccc(Cl)n12	4	-1	0.9	0.9	-0.7	0.3	-1.0	2	-2	0.1	0.8
Cc1ccc(NC(=O)CN(C)C(=O)CSc2ccc3c(c2)OCCO3)cc1	-4	3	-0.5	1.3	-1.3	0.3	-0.6	0	-2	-1.0	0.9
C#CCNC(=O)C1=C[C@@H](C2CC2)C[C@@H](OCCCCO)O1	6	-3	3.0	-1.1	0.0	0.3	-0.7	0	-1	-1.0	1.3
O=C(CNC(=O)c1sc2ccccc2c1Cl)NCc1cccc(C(F)(F)F)c1	8	1	2.1	0.6	1.5	-0.2	-0.4	0	-1	-0.9	0.4
Cc1cc2c(OCC(O)CNC(C)(C)C)cccc2[nH]1 (stereo not given)	11	-1	1.4	1.6	-0.2	0.7	-1.2	-2	1	-0.1	-0.7
COc1cc([C@@H]2CC=C(C(=O)O)[C@H](c3ccccc3F)N2S(=O)(=O)c2ccc(C)cc2)cc(OC)c1OC	6	4	0.3	-0.1	-0.1	0.2	-1.0	0	-1	-0.7	0.5
CC(=O)NC(C)C12CC3CC(CC(CC(=O)O)(C3)C1)C2 (stereo not given)	1	3	-0.3	1.2	-0.1	-0.3	-1.0	3	4	-1.2	4.4*
CCN1C(=NCC2CC2)N[C@@H](c2ccccc2)C(C(=O)OC)=C1C	8	-14	-1.0	-0.1	0.2	0.4	-0.8	-7	0	-0.9	1.0
CC(C)=CC(=O)NCCc1ccccc1	4	0	15*	11*	2.3	0.3	-0.8	1	5	2.1	2.5
COc1ccc(S(=O)(=O)N2CCC(c3cc(-c4cccc5ccccc45)n[nH]3)CC2)cc1	-33	-1	-0.6	0.8	-1.1	0.6	-1.5	6	-3	-2.1	0.1
CC(=O)c1cccc(NC(=O)c2cccc(S(=O)(=O)N3CCOCC3)c2)c1	-2	4	-0.1	0.0	-0.2	-0.5	-1.5	4	3	-2.0	0.7
O=C(CSCc1ccc(Cl)cc1)Nc1ccc(O)cc1C(=O)O	-2	4	2.9	-0.7	0.3	0.1	-0.8	3	-2	2.1	-2.5
COC(=O)c1ccccc1NC(=O)c1cc[n+](C)cc1	2	2	0.4	0.7	-0.1	0.4	-1.7	8	2	1.1	-1.2
CC1(C(=O)NCCC#N)CCN1C(=O)C1(c2ccccc2)CCCC1 (stereo not given)	9	0	-0.3	-4.5	-1.6	0.4	-1.4	1	-4	2.2	nt
O=C(CCN1C(=O)C2C3C=CC(C3)C2C1=O)Nc1ccc(F)cc1 (stereo not given)	4	5	-0.1	1.6	-0.6	-0.2	-1.2	3	-1	-2.0	-1.1
CN(Cc1c(F)cccc1Cl)C(=O)COC(=O)Cn1cnc2ccccc2c1=O	1	-1	-0.2	2.3	0.1	-0.1	-1.4	-2	-3	-0.7	-0.9
CC(=O)c1nnn(-c2c(F)cccc2F)c1C	3	-3	1.5	-1.4	0.3	-1.0	-1.2	-4	0	-1.8	4.2
COc1ccccc1CN(C(=O)CNC(=O)c1ccco1)C(C(=O)NCC1CCCO1)c1ccc(OC)c(OC)c1 (stereo not given)	9	2	-0.4	2.8	0.2	0.0	-0.5	-2	-2	-1.4	-0.6
OCCCCc1nccc2c1[nH]c1ccccc12	-2	2	0.0	0.2	-0.6	36*	-1.2	8	4	-3.1	0.2
CCOC(=O)N1CCC(NC(=O)CS(=O)(=O)Cc2nc(-c3ccccc3Cl)oc2C)CC1	3	6	-0.2	-3.3	-3.2	0.7	-1.5	1	-3	-3.0	-1.1
CCn1c(SCC(=O)N2CCN(C(=O)c3ccco3)CC2)nnc1C(C)C	8	1	1.5	-2.2	-0.3	-0.1	-0.7	3	-6	-1.0	0.0
COC(=O)c1ccc(NC(=S)Nc2ccccc2)cc1	-1	1	0.4	1.0	0.2	0.2	-1.3	1	2	1.2	0.5
CCOC(=O)c1cc(-c2csc(COc3ccccc3)n2)on1	-3	15	-0.8	0.2	-0.2	-0.6	-1.1	67*	-3	0.9	0.4

Next records
SMILES	sPLA2-III inh	NPR2 activator	FXN GAA850 act	hgDAF12 agonist	DAX1 inh-1	KLK7 zymogen act	ssDAF-12 act	NPR1 activator	SMARCA2 activ	hcDAF-12 act	DAX1 inh-2
Cc1cc(C)cc(NC(=O)COC(=O)Cn2cnc3c2c(=O)n(C)c(=O)n3C)c1	1	-2	-0.3	-0.5	-0.7	-0.6	-0.7	0	-1	0.1	-0.1
CN1CCN(CCNC(=O)c2ccc(CS(=O)c3ccc(Br)cc3)o2)CC1 (stereo not given)	12	-2	-0.7	-4.1	-0.3	0.3	-0.9	-1	-2	-2.5	1.6
COCC(C)n1c(SCC(=O)NCCC2=CCCCC2)nc2ccccc2c1=O (stereo not given)	1	-6	3.2	-1.9	-0.6	-0.2	-0.9	-7	-3	0.0	-1.7
NS(=O)(=O)c1ccc2nc(NC(=O)CS(=O)(=O)c3ccccc3)sc2c1	-12	6	-0.7	1.5	0.2	-0.5	-0.5	9	-1	0.1	0.1
COc1cc(/C=C2\SC(=O)N(c3cccc(Cl)c3)C2=O)cc([N+](=O)[O-])c1O	-10	12	0.1	-5.4	-0.4	-0.3	-1.6	13	-2	-1.3	1.0
CCc1nc(N2CCN(S(C)(=O)=O)CC2)c2c3c(sc2n1)CCCC3	-3	-5	5.4	-2.1	-2.4	-0.9	-1.9	-15	1	-2.2	-1.0

Screening data (PubChem)
